G6PDH counter: inhibits Leuconostoc G6PDH, flagging false hits in G6PDH-based assays | Purified L. mesenteroides G6PDH, diaphorase/resazurin coupled fluorescence, 45 min | inhibition, % at 5 µM | 0.12% of 200,000 active | AID 1020
Lmaj promast: Leishmania major promastigote growth inhibition; Leishmania major promastigotes, resazurin fluorescence viability; inhibition, % at 10 µM; 9% of 200,000 active; AID 1063;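 also: promastigotes grown with compound for 44 hours at 28 °C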
Hsp70 act: switches on Hsp70 transcription; 0.04% of 200,000 active; activation, % at 10 µM; HeLa Hsp70 promoter luciferase reporter, luminescence; scaled: vehicle 0, proteasome-inhibitor control 100%;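 active = activation above the mean across all tested compounds plus 3 SD, cutoff set per campaign, cut at about 5.5% in these data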;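 also: 100% = MG132 at 30 µM as the positive control and 0% = DMSO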
Diaph inh CS: counter-screen for diaphorase-based assays: diaphorase inhibitors and chemical oxidizers; diaphorase resazurin-to-resorufin fluorescence, NADH, 16 min; bacterial (C. kluyveri) enzyme, not human; AID 1217; 0.69% of 190,000 active; inhibition, % at 20 µM;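 active = primary screen inhibition at 20 µM above a set limit, cut at about 50% in these data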;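 also: plate controls were DMSO with full reaction for no effect and wells lacking NADH for full effect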
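material = Clostridium kluyveri diaphorase enzyme | amount = 0.14 U/mL diaphorase, enzyme working solution | schedule = incubation 16 min, room temperature | detection = fluorescence of resorufin formed from resazurin, Ex 544/Em 590 nm | benchmarks = positive control minus NADH, DMSO neutral control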
TLR4 MyD88 comp: inhibitors of human TLR4-MyD88 binding; O00206+Q99836; HeLa CL3-4 TLR4/MyD88 BLA complementation, FRET ratio; inhibition, % at 8.4 µM; 0.18% of 200,000 active; AID 861; in the data active = inhibition above about 25%;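 also: 0% = vehicle and 100% = reference inhibitor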
Target sequence (O00206 whole entry, looked up): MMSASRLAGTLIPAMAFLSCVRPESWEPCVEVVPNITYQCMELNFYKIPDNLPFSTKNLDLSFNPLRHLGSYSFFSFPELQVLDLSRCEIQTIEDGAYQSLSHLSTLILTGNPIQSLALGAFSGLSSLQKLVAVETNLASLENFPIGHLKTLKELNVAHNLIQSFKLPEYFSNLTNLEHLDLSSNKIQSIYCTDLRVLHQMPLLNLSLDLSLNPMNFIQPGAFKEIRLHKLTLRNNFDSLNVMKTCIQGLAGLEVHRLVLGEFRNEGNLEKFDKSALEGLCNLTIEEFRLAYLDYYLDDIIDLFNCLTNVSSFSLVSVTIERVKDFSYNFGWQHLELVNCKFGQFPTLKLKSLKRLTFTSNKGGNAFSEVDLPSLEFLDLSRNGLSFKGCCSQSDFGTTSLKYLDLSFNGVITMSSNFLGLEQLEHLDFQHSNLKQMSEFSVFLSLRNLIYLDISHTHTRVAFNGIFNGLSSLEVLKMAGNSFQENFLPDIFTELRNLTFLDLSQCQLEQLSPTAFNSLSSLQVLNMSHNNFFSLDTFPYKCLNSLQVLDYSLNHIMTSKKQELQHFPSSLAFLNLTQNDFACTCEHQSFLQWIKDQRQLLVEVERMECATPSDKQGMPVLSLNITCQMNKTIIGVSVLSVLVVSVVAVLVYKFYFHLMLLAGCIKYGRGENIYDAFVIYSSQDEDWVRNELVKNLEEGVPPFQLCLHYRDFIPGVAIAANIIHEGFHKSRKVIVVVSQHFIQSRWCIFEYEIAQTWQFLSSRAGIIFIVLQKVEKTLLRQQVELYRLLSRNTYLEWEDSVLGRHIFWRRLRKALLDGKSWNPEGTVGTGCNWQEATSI
Target sequence (Q99836 whole entry, looked up): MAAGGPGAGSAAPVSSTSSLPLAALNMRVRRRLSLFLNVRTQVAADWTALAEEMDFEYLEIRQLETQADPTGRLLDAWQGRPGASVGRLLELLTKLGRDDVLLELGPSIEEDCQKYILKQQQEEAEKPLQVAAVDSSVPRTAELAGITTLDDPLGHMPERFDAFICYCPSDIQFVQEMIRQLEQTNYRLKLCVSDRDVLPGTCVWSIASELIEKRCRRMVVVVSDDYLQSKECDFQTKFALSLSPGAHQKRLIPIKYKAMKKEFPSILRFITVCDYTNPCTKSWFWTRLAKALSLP
Redox H2O2 prof: compounds producing H2O2 with reducing agent – biochemical, NIH compound library profiling, artefact control for MLSCN library redox annotation, primary screen. DTT-dependent redox cycling H2O2, phenol red/HRP absorbance; 100% = 100 µM peroxide control, 0% = buffer. activation, % at 10 µM. 0.03% of 200,000 active. AID 878;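 active = activation of at least 50% relative to the plate's high and low controls in the primary single-dose screen; inactive = activation below 50%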;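 also: compound incubated with DTT at 0.8 mM final as the reducing agent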
PMI activator: activators of human phosphomannose isomerase | P34949 | purified human PMI, coupled resazurin fluorescence, 20 min; hits give high values; 1 = vehicle control, 0 substrate-free wells | activation factor at 20 µM | 0.005% of 190,000 active;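 active = activation factor of 2 or more at 20 µM, relative to plate controls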
RAM inhibit: inhibitors of the yeast RAM network; S. cerevisiae dse1pr::URA3 reporter, 5-FOA growth OD615, 2 d; analog-sensitive cbk1-as2 kinase mutant strain; 1.8% of 190,000 active; inhibition, % at 50 µM; AID 868;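 active = inhibition above a set limit, 3 SD over mean compound inhibition, cut at about 8.4% in these data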;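 also: 0% = DMSO-only wells with no growth and 100% = 10 µM 1-NA-PP1 full growth; inhibition rescues growth on 5-FOA so higher OD means more RAM inhibition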
PMI act hi M6P: activators of human phosphomannose isomerase at near-saturating mannose 6-phosphate; activation factor at 20 µM; 0.34% of 190,000 active; P34949; coupled PMI enzyme assay, resazurin fluorescence, 20 min; hits give high values; 1 = untreated enzyme, 0 = substrate-free blank;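 active = activation factor of 2 or more at 20 µM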
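Material: human phosphomannose isomerase with PGI, G6PDH, diaphorase coupling enzymes; amount: PMI at 15 ng/mL final; also added: Mannose-6-phosphate 1.0 mM (near-saturating) plus 0.22 mM NADP+; incubation: enzyme reaction with compound 20 min at room temperature; signal: resorufin fluorescence (Ex 544/Em 590 nm) from resazurin via diaphorase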
Diaph act CS: diaphorase activation or chemical reduction counter-screen | activation factor at 20 µM | Diaphorase/resazurin coupled assay, resorufin fluorescence, 16 min; hits give high values; 1 = vehicle wells, 0 = NADH-free wells | 0.005% of 190,000 active | AID 1229;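 active = diaphorase activity raised at least twofold by the compound at 20 µM; inactive = activation factor below 2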
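Material: Purified diaphorase enzyme from Clostridium kluyveri | Buffer or medium: 50 mM HEPES pH 7.4 with 4.542 mM MgCl2, 0.005% Tween 20 | Times: 16 min enzyme reaction, ambient temperature | Signal: Red resorufin fluorescence at 544/590 nm excitation/emission | Measure: Increased resorufin signal from activators or reducing compounds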
S1P3 antagonist: blocks the human S1P3 receptor. Q99500. CHO S1P3 NFAT-BLA reporter, FRET fluorescence, antagonist mode. inhibition, % at 4.98 µM. 0.27% of 170,000 active. AID 485;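 active = inhibition above the plate cutoff, the mean inhibition of test wells on that plate plus 3 SD, cut at about 28% in these data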;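 also: cells challenged with S1P at its EC80 of 0.8 µM; blue over green emission ratio from cleaved BLA substrate after 4 h stimulation; 0% = S1P-stimulated wells and 100% = unstimulated DMSO-only wells; some compounds past the cut are filed as inactive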
* marks the source's active call; other numbers are inactive results. Rule as the data show it, unless noted: active = inhibition above about 50%; inactive = the rest.

For CCOC(=O)C1=C(C)Nc2ccc(C)cc2S1 the results were G6PDH counter 2, Lmaj promast -1, Hsp70 act -0.3, Diaph inh CS 39, TLR4 MyD88 comp 8, Redox H2O2 prof 1.8, PMI activator 0.8, RAM inhibit 1.4, PMI act hi M6P 0.9 and Diaph act CS 0.6.
O=C(COc1ccc2ccccc2c1)N1CCN(C(=O)c2cccnc2)CC1 was read as G6PDH counter 1, Lmaj promast -2, Hsp70 act 0.0, Diaph inh CS 14, TLR4 MyD88 comp 2, Redox H2O2 prof 0.2, PMI activator 1, RAM inhibit 3.5, PMI act hi M6P 0.9 and Diaph act CS 0.9.
Screening Cc1cc(NC(=O)CCCSc2nc(-c3ccco3)cc(C(F)(F)F)n2)n(-c2ccccc2)n1 returned G6PDH counter 14, Lmaj promast 18, Hsp70 act 0.1, Diaph inh CS 31, TLR4 MyD88 comp 3, Redox H2O2 prof -0.2, PMI activator 0.8, RAM inhibit 3.3, PMI act hi M6P 0.8 and Diaph act CS 0.7.
For O=C(NC(=S)NCCCN1CCOCC1)c1ccc(Br)cc1 the results were G6PDH counter 7, Lmaj promast 86*, Hsp70 act -0.3, Diaph inh CS -1, TLR4 MyD88 comp 5, Redox H2O2 prof 0.0, PMI activator 1, RAM inhibit 1.8, PMI act hi M6P 1.1, Diaph act CS 1 and S1P3 antagonist -19.
N#CN=C1CCCCCN1CC(N)=O was read as G6PDH counter -4, Lmaj promast -5, Hsp70 act 0.0, Diaph inh CS 2, TLR4 MyD88 comp -11, Redox H2O2 prof 1.9, PMI activator 1, RAM inhibit 2.8, PMI act hi M6P 1, Diaph act CS 1 and S1P3 antagonist 11.
`Nc1nc(CN2CCN(Cc3ccc4c(c3)OCO4)CC2)nc(Nc2ccccc2)n1` gave G6PDH counter 6, Lmaj promast 72*, Hsp70 act -0.3, Diaph inh CS 5, TLR4 MyD88 comp -1, Redox H2O2 prof -3.3, PMI activator 1, RAM inhibit -0.6, PMI act hi M6P 1, Diaph act CS 0.9 and S1P3 antagonist 10.
`C=CCn1c(SCC(=O)N2CCN(C(=O)c3ccco3)CC2)nc2sc(CC)cc2c1=O` gave G6PDH counter 8, Lmaj promast 6, Hsp70 act -0.6, Diaph inh CS 12, TLR4 MyD88 comp 10, Redox H2O2 prof 1.1, PMI activator 1.1, RAM inhibit 0.0, PMI act hi M6P 1.1, Diaph act CS 0.9 and S1P3 antagonist -69.
Screening Cc1oc2c(c1C(=O)c1ccccc1)C(=O)C(=O)c1ccccc1-2 returned G6PDH counter 60*, Lmaj promast 100*, Hsp70 act 0.1, Diaph inh CS 58*, TLR4 MyD88 comp -5, Redox H2O2 prof 374*, PMI activator 0.3, RAM inhibit 1.8, PMI act hi M6P 0.3 and Diaph act CS 0.4.
O=S(=O)(NCCC1=CCCCC1)c1cccc(S(=O)(=O)N2CCOCC2)c1 was read as G6PDH counter 4, Lmaj promast 9, Hsp70 act -0.1, Diaph inh CS 9, TLR4 MyD88 comp 1, Redox H2O2 prof 3.1, PMI activator 1, RAM inhibit 2.5, PMI act hi M6P 1, Diaph act CS 0.9 and S1P3 antagonist -4.
For COc1ccc(CNC(=O)C2CSCCS2)cc1 (stereo unspecified) the results were G6PDH counter 3, Lmaj promast -3, Hsp70 act -0.1, Diaph inh CS -4, TLR4 MyD88 comp -4, Redox H2O2 prof 2.2, PMI activator 1, RAM inhibit 0.7, PMI act hi M6P 1, Diaph act CS 1 and S1P3 antagonist -25.
`O=C(Nc1ccccc1-c1nnc(SCc2ccccc2Cl)o1)c1ccccc1` gave G6PDH counter 1, Lmaj promast 1, Hsp70 act -0.4, Diaph inh CS 6, TLR4 MyD88 comp -7, Redox H2O2 prof -3.2, PMI activator 1, RAM inhibit 12*, PMI act hi M6P 0.9 and Diaph act CS 0.9.
For Cc1cccc(OCC(=O)NNC(=O)CCc2ccccc2)c1 the results were G6PDH counter 14, Lmaj promast -10, Hsp70 act -0.1, Diaph inh CS -26, TLR4 MyD88 comp 9, Redox H2O2 prof -0.7, PMI activator 1.1, RAM inhibit 0.3, PMI act hi M6P 1.1, Diaph act CS 1.3 and S1P3 antagonist -11.
Cc1cc(C)cc(NS(=O)(=O)c2ccc3[nH]c(=O)[nH]c3c2)c1 was read as G6PDH counter -9, Lmaj promast 3, Hsp70 act -0.4, Diaph inh CS 16, TLR4 MyD88 comp 6, Redox H2O2 prof 0.9, PMI activator 0.9, RAM inhibit 0.1, PMI act hi M6P 0.9, Diaph act CS 0.8 and S1P3 antagonist -14.
`CC(C)CNC(=O)c1cc(-c2ccco2)on1` gave G6PDH counter 4, Lmaj promast -4, Hsp70 act 0.1, Diaph inh CS 5, TLR4 MyD88 comp -13, Redox H2O2 prof -0.2, PMI activator 0.9, RAM inhibit 0.3, PMI act hi M6P 0.9, Diaph act CS 0.9 and S1P3 antagonist 9.
`CS(=O)(=O)N1CCN(c2ccc(NC(=O)C(c3ccccc3)c3ccccc3)cc2)CC1` gave G6PDH counter -6, Lmaj promast 7, Hsp70 act -0.5, Diaph inh CS 17, TLR4 MyD88 comp -10, Redox H2O2 prof 0.2, PMI activator 1, RAM inhibit 1.4, PMI act hi M6P 0.9 and Diaph act CS 0.8.
For Cc1ccc(-n2c(=O)c3sccc3n(CC(=O)NC3CCCCC3)c2=O)cc1 the results were G6PDH counter 9, Lmaj promast 12, Hsp70 act -0.2, Diaph inh CS -2, TLR4 MyD88 comp -6, Redox H2O2 prof 0.1, PMI activator 1.1, RAM inhibit 4.0, PMI act hi M6P 1.1, Diaph act CS 1 and S1P3 antagonist -2.
Screening CCCNC(=O)Nc1cc(OCC)c(N2CCOCC2)cc1OCC returned G6PDH counter 12, Lmaj promast -6, Hsp70 act -0.3, Diaph inh CS 25, TLR4 MyD88 comp 6, Redox H2O2 prof -3.2, PMI activator 0.8, RAM inhibit 0.7, PMI act hi M6P 0.4, Diaph act CS 0.7 and S1P3 antagonist 6.
Screening CC1(C)CC(=O)c2sc(N)nc2C1 returned G6PDH counter -7, Lmaj promast -3, Hsp70 act 0.0, Diaph inh CS 20, TLR4 MyD88 comp -2, Redox H2O2 prof 0.2, PMI activator 0.9, RAM inhibit 1.9, PMI act hi M6P 0.9, Diaph act CS 0.8 and S1P3 antagonist -8.
Screening Cc1ccc(S(=O)(=O)NCC(=O)NCC(=O)OCC(=O)N2CC(=O)Nc3ccccc32)cc1C returned G6PDH counter 1, Lmaj promast -11, Hsp70 act -0.1, Diaph inh CS 0, TLR4 MyD88 comp -7, Redox H2O2 prof -1.1, PMI activator 0.9, RAM inhibit 0.5, PMI act hi M6P 0.9, Diaph act CS 1 and S1P3 antagonist -1.
For COc1ccccc1-c1csc(NC(=O)c2cc(-c3cccs3)nc3ccccc23)n1 the results were G6PDH counter 9, Lmaj promast 15, Hsp70 act -0.3, Diaph inh CS 5, TLR4 MyD88 comp 6, Redox H2O2 prof -0.2, PMI activator 0.9, RAM inhibit 4.8, PMI act hi M6P 1, Diaph act CS 1 and S1P3 antagonist -11.
Screening COc1ccc(N=Cc2c(C)[nH][nH]c2=O)cc1 returned G6PDH counter -3, Lmaj promast 8, Hsp70 act -0.5, Diaph inh CS -4, TLR4 MyD88 comp -4, Redox H2O2 prof -2.3, PMI activator 1.1, RAM inhibit 1.3, PMI act hi M6P 0.8, Diaph act CS 1 and S1P3 antagonist 11.
Screening O=C(OC1C2CCC1C1CN(CCc3ccccc3)CC12)c1ccccc1 (stereo unspecified) returned G6PDH counter 3, Lmaj promast 51*, Hsp70 act 0.0, Diaph inh CS 4, TLR4 MyD88 comp 9, Redox H2O2 prof -0.5, PMI activator 1.2, RAM inhibit 0.3, PMI act hi M6P 1, Diaph act CS 1 and S1P3 antagonist 13.
`CC1CCCC/C1=N\NC(=S)Nc1ccccc1` (stereo unspecified) gave G6PDH counter -1, Lmaj promast 0, Hsp70 act -0.1, Diaph inh CS 5, TLR4 MyD88 comp -9, Redox H2O2 prof -1.9, PMI activator 1.3, RAM inhibit 0.2, PMI act hi M6P 1.4, Diaph act CS 1 and S1P3 antagonist -2.
Screening Cc1ccc(OCC(O)Cn2c3ccccc3c3ccccc32)cc1 (stereo unspecified) returned G6PDH counter 4, Lmaj promast -2, Hsp70 act -0.3, Diaph inh CS 17, TLR4 MyD88 comp 20, Redox H2O2 prof 1.2, PMI activator 0.8, RAM inhibit 12*, PMI act hi M6P 0.9 and Diaph act CS 0.8.
For COc1ccccc1C(=O)N1CCNC(=O)C1CC(=O)Nc1ccc(Cl)cc1 (stereo unspecified) the results were G6PDH counter -14, Lmaj promast -6, Hsp70 act -0.3, Diaph inh CS 12, TLR4 MyD88 comp 19, Redox H2O2 prof 1.0, PMI activator 1, RAM inhibit 0.6, PMI act hi M6P 0.9, Diaph act CS 0.9 and S1P3 antagonist 1.
For O=C(Nc1ccc(O)cc1C(=O)O)c1ccc2c(c1)C(=O)N(Cc1ccco1)C2=O the results were G6PDH counter -21, Lmaj promast -10, Hsp70 act -0.2, Diaph inh CS 27, TLR4 MyD88 comp 2, Redox H2O2 prof 1.4, PMI activator 0.9, RAM inhibit 3.5, PMI act hi M6P 1, Diaph act CS 0.7 and S1P3 antagonist 5.

3 structures already listed, sorted by formula weight, falling:
For COc1ccccc1-c1csc(NC(=O)c2cc(-c3cccs3)nc3ccccc23)n1 the results were G6PDH counter 9, Lmaj promast 15, Hsp70 act -0.3, Diaph inh CS 5, TLR4 MyD88 comp 6, Redox H2O2 prof -0.2, PMI activator 0.9, RAM inhibit 4.8, PMI act hi M6P 1, Diaph act CS 1 and S1P3 antagonist -11.
For COc1ccccc1C(=O)N1CCNC(=O)C1CC(=O)Nc1ccc(Cl)cc1 (stereo unspecified) the results were G6PDH counter -14, Lmaj promast -6, Hsp70 act -0.3, Diaph inh CS 12, TLR4 MyD88 comp 19, Redox H2O2 prof 1.0, PMI activator 1, RAM inhibit 0.6, PMI act hi M6P 0.9, Diaph act CS 0.9 and S1P3 antagonist 1.
Screening CCCNC(=O)Nc1cc(OCC)c(N2CCOCC2)cc1OCC returned G6PDH counter 12, Lmaj promast -6, Hsp70 act -0.3, Diaph inh CS 25, TLR4 MyD88 comp 6, Redox H2O2 prof -3.2, PMI activator 0.8, RAM inhibit 0.7, PMI act hi M6P 0.4, Diaph act CS 0.7 and S1P3 antagonist 6.
